Screening results from PubChem.
influenza NS1A – H1N1 influenza NS1A inhibitors, functional cell based assay (AID 504329); NS1A functional cell-based assay, percent inhibition; higher % means a stronger effect; one-dose inhibition, % at 12.5 µM; IC50 in µM for titrated hits; actives 0.3% (n = 340,000); in the data active = a potency from the dose series; inconclusive = inhibition above about 27% without an active follow-up result; note: strong numbers were not always called active
H37Rv inhibition – M. tuberculosis growth inhibition, HTS (AID 449762) | M. tuberculosis H37Rv growth inhibition, 7H9 media; higher % means a stronger effect | inhibition, % at 25 µM; hits with a dose series show IC50 in µM | actives 0.59% (n = 330,000); in the data active = a potency from the dose series; inconclusive = inhibition above about 70% without an active follow-up result;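 note: bacterial growth assessed after seven days of incubation; strong numbers were not always called active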
inhibitors of VEEV – inhibitors of VEEV TC-83 cytopathic effect, confirmation, Vero cells (AID 588727); Vero cells, VEEV TC-83 cytopathic effect inhibition; higher % means a stronger effect; one-dose inhibition, % at 20 µM; IC50 in µM for titrated hits; actives 0.13% (n = 350,000); in the data active = a potency from the dose series; inconclusive = inhibition mostly from about 14% at the one dose, without a potency; inactive = the rest, 99 in 100 with inhibition below about 12%; note: strong numbers were not always called active
M. tuberculosis – growth inhibition of non-replicating M. tuberculosis (AID 488890) | inhibition, % at 25 µM; hits with a dose series show IC50 in µM | actives 0.39% (n = 320,000) | Mycobacterium tuberculosis non-replicating, growth inhibition; higher % means a stronger effect; in the data active = a potency from the dose series; inconclusive = inhibition mostly from about 82% at the one dose, without a potency; inactive = the rest, 99 in 100 with inhibition below about 76%;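 note: plate controls were DMSO cells for no effect and high antibiotic wells for full effect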
PhoP GFP inhibition – Inhibition of PhoP regulon, Salmonella typhi GFP reporter cells, confirmation, 4 h (AID 1850); Salmonella Typhi PhoP-promoter GFP reporter, fluorescence, 4 h; higher % means a stronger effect; inhibition, % at 50 µM; hits with a dose series show IC50 in µM; actives 0.33% (n = 310,000); in the data active = a potency from the dose series; inconclusive = inhibition mostly from about 25% at the one dose, without a potency; inactive = the rest, 99 in 100 with inhibition below about 19%;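 note: 0% = induced wells with vehicle and 100% = uninduced wells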
inhibitors of VEEV 10K pilot screen – second read-out of inhibitors of VEEV, no call of its own (marks repeat the call); inhibition, %; measured here: 10K pilot screen inhibition
Starred values were filed as active, the others as inactive; i = inactive; u = inconclusive; x = no result given. This is a random part of the collection, and some 1.5% of all compounds hit somewhere here.

SMILES | influenza NS1A | H37Rv inhibition | inhibitors of VEEV | M. tuberculosis | PhoP GFP inhibition | others
COc1cccc(C(=O)O/N=C2\CCS(=O)(=O)c3sccc32)c1 | -7% | -2% | 0.0% | -16% | 3%
CCCCC1=NN(C(=O)c2cccnc2)C(O)(C(F)(F)F)C1 (stereo not given) | x | -2% | 1.8% | -2% | 0%
Cc1cc(NC(=O)Cn2nc(C(F)(F)F)c3c2CCC3)n(-c2ccccc2)n1 | -4% | -19% | 3.0% | 18% | -12%
COCCn1nnnc1CN(CCc1ccc(OC)c(OC)c1)Cc1cc2ccc(C)cc2[nH]c1=O | -4% | -3% | 9.4% | 11% | -8%
CS(=O)(=O)N(CC(N)=O)c1ccc(F)c(Cl)c1 | -15% | 0% | 3.6% | -5% | 0%
C#CCOCCOCCOCCNc1nc(N2CCN(C(=O)[C@H]([C@@H](C)O)n3cc(CCCCN)nn3)CC2)nc(N2CCN(C(=O)[C@H]([C@@H](C)CC)n3cc(CCCCN)nn3)CC2)n1 | -6% | -5% | 1.0% | 30% | -6%
Nc1nnnn1/N=C/c1cccc(OCc2ccccc2Cl)c1 | -3% | -22% | 0.1% | -16% | 7%
O=C(O)CSc1nnc(COc2ccc(Br)cc2)n1-c1ccccc1 | -3% | -2% | i | -4% | -4%
O=C(Nc1nc(-c2ccccc2)cs1)c1ccco1 | 2% | 4% | 4.2% | 12% | 4%
Cc1ccccc1NCCNc1ccccc1C | 11% | 3% | 0.7% | 4% | 5%
CCOc1ccc(NC(=O)c2cc3cc4ccc(C)cc4nc3o2)cc1 | x | 10% | x | 70% | 2%
Cc1cc(=O)oc(C)c1C(=O)NCCCN1CCN(c2ccc(F)cc2)CC1 | 0% | -6% | 2.0% | -14% | 6%
CC(=O)c1c(C)oc2ccc(NS(=O)(=O)c3ccc(C)cc3)cc12 | -11% | -2% | 0.2% | 32% | 8%
COc1ccc(C(=O)Nc2ccc(OC)c([N+](=O)[O-])c2)cc1Br | 12% | 2% | 0.6% | -8% | -10%
OC(COc1cccc2ccccc12)CN1CCN(c2ccccc2)CC1 (stereo not given) | 4% | 14% | 3.0% | 58% | -2%
CC(=O)N1CCN(CC(=O)Nc2c(Cl)cccc2Cl)CC1 | -15% | 1% | 0.0% | -6% | 1% | inhibitors of VEEV 10K pilot screen=0.9
Cc1cccc(CN2CCN(C(c3ccccc3)c3ccc(Cl)cc3)CC2)c1 (stereo not given) | -4% | u | i | 33% | -9%
Cc1cc(=O)oc2cc(Oc3ncccn3)ccc12 | -2% | -7% | 2.0% | 11% | 17%
C=CC[C@@H](CC(=O)N[C@@H](CO)Cc1ccccc1)C(=O)N[C@H](COC(=O)[C@@H](CC=C)Cc1ccc(F)cc1)Cc1c[nH]c2ccccc12 | 11% | -5% | 0.1% | 27% | x | inhibitors of VEEV 10K pilot screen=0.4
Cn1nc(-c2ccc(C(=O)NCC3CCCO3)cc2)c2ccccc2c1=O (stereo not given) | -1% | -10% | 1.4% | 6% | 12%
NC(=S)N1N=C(c2ccccc2)CC1=O | -2% | x | 0.6% | x | x
O=C(CCc1nc2sc3c(c2c(=O)[nH]1)CCCC3)NCCOc1ccccc1 | -13% | 1% | 1.3% | 14% | -11%
O=c1n(CC2CO2)c(=O)n(CC2CO2)c(=O)n1CC1CO1 (stereo not given) | -24% | x | 0.1% | x | x
COc1cccc(NC(=O)CCC2CCN(C(=O)c3sccc3C)CC2)c1 | -8% | -10% | i | 0% | -1%
CCNC(=S)N1CCN(S(=O)(=O)c2cccc(C(F)(F)F)c2)CC1 | -3% | 0% | 0.1% | -10% | -8%

Reprinted from the part before: five compounds; new compounds follow.
SMILES | influenza NS1A | H37Rv inhibition | inhibitors of VEEV | M. tuberculosis | PhoP GFP inhibition | others
NC(=S)N1N=C(c2ccccc2)CC1=O | -2% | x | 0.6% | x | x
O=C(CCc1nc2sc3c(c2c(=O)[nH]1)CCCC3)NCCOc1ccccc1 | -13% | 1% | 1.3% | 14% | -11%
O=c1n(CC2CO2)c(=O)n(CC2CO2)c(=O)n1CC1CO1 (stereo not given) | -24% | x | 0.1% | x | x
COc1cccc(NC(=O)CCC2CCN(C(=O)c3sccc3C)CC2)c1 | -8% | -10% | i | 0% | -1%
CCNC(=S)N1CCN(S(=O)(=O)c2cccc(C(F)(F)F)c2)CC1 | -3% | 0% | 0.1% | -10% | -8%
CC(C)(C)c1cc(NCc2ccccn2)n2ncc(-c3ccc(Cl)cc3)c2n1 | 4% | u | 3.7% | u | -9%
CCOC(=O)C1CCN(C(=O)c2cccc(NC3=NC4CS(=O)(=O)CC4S3)c2)CC1 (stereo not given) | -1% | 2% | 0.9% | -30% | -6% | inhibitors of VEEV 10K pilot screen=1.2
COc1ccc(-n2c(=O)cc(N3CCN(c4ccccc4OC)CC3)[nH]c2=O)cc1 | -11% | 2% | 2.4% | -5% | -1%
Cc1ccccc1-n1c(O)c(/C=N/Nc2nc3c(c(=O)n(C)c(=O)n3C)n2C)c(=O)[nH]c1=S | 8% | 0% | 4.1% | -13% | 14%
COc1cc(CNCc2cccs2)ccc1OCc1ccccc1 | 0% | 9% | 1.1% | 36% | -8%
COc1cccc(NC(=S)N(CCN(C)C)C(C)c2ccncc2)c1 (stereo not given) | 15% | 2% | 0.2% | -7% | 9%
CCCc1nnc(NC(=O)CCC(=O)NCCc2ccc(OC)c(OC)c2)s1 | -4% | -3% | i | -2% | 5%
Cc1sc(NC(=O)CN(Cc2ccccc2)C(=O)C2CC2)c(C(N)=O)c1C | -2% | -13% | 0.1% | 4% | -3%
COC(=O)C(O)(c1ccc2c(c1)CCCN2)C(F)(F)F (stereo not given) | -11% | -2% | 0.2% | 2% | -3%
CC[n+]1c(/C=C/C=C/c2ccc(N(C)C)cc2)sc2ccccc21 | 5µM* | 2% | i | u | 39µM*
c1ccc(NC2=NCCN2CCCC2CCCC2)cc1 | 3% | 0% | 0.2% | 7% | 14% | inhibitors of VEEV 10K pilot screen=0.3
CCC(c1nnc(SCCNCCO)n1CCN1CCOCC1)N(C)C (stereo not given) | x | -3% | x | 4% | -4%
O=[N+]([O-])c1ccc(NCCCNS(=O)(=O)c2ccc(Cl)cc2)c(Cl)c1 | 4% | 8% | 1.3% | 36% | -2%
O=C(Nc1cccc(S(=O)(=O)N2CCCCCC2)c1)c1ccc2ccccc2n1 | -5% | -3% | 2.8% | -5% | -4%
O=C(COC(=O)c1cccc(S(=O)(=O)N2CCc3ccccc32)c1)Nc1ccc(Cl)cn1 | -1% | 5% | 0.7% | -8% | -1%
Oc1[nH]c2ccc(Br)cc2c1N=NC(=S)NCC1CCCO1 (stereo not given) | 19% | 19% | 4.8% | 0% | 9%
O=S(=O)(c1ccc2c(c1)OCCO2)N1CCC(O)(c2ccc(Cl)cc2)CC1 | 12% | -5% | 0.5% | 18% | -6%
O=C(N/N=C/c1cccc([N+](=O)[O-])c1)c1cc(-c2ccc3c(c2)OCO3)n[nH]1 | -19% | 0% | 1.1% | -9% | 3%
CC(=O)c1ccc(-n2c(-c3cc(-c4ccsc4)n[nH]3)n[nH]c2=S)cc1 | 1% | -9% | 2.8% | -25% | 14%
CSc1ccccc1C(=O)Nc1cccc([N+](=O)[O-])c1C | -5% | 0% | i | 4% | 2%
Cc1cccc(NC(=O)CN2CCN(CC(=O)Nc3cccc(C)c3)CC2)c1 | 6% | 20% | 0.4% | 7% | 2%
O=C(NC1CCN(C(=O)N2c3ccccc3Sc3ccccc32)CC1)c1ccccc1F | -1% | 86µM* | 0.1% | 28% | -2%
O=S(=O)(c1cccc2nonc12)N1CCN(c2ccc(F)cc2)CC1 | 6% | -3% | 1.1% | 4% | -2%
O=C(c1ccccc1O)N1CCOCC1 | -13% | -2% | i | -9% | -2%
CCN(CC)C(=O)Cn1c(=O)oc2ccccc21 | -1% | -14% | 1.8% | -4% | -24%

(next part)
SMILES | influenza NS1A | H37Rv inhibition | inhibitors of VEEV | M. tuberculosis | PhoP GFP inhibition | others
O=C(NS(=O)(=O)Nc1ccccc1)C1=C(N2CCCC2)COC1=O | -4% | 2% | 6.3% | 13% | x
CC(=O)Nc1cccc(-c2csc(Nc3ccccn3)n2)c1 | -10% | 4% | 7.7% | 3% | -2%
CC(OC(=O)c1nsc(Cl)c1Cl)C(=O)NCc1ccco1 (stereo not given) | 9% | -6% | 1.3% | 10% | 2% | inhibitors of VEEV 10K pilot screen=0.7
O=C(COC(=O)C1CCN(c2ccc(C(F)(F)F)cn2)CC1)NCc1ccc(F)cc1 | -12% | 2% | 1.4% | 19% | 2%
COc1ccc(OC)c2nc(-c3ccc4c(c3)OCO4)ccc12 | -5% | 43% | 0.8% | 11% | 4%
COc1ccc(NC(=O)Cc2nnc(SCC(=O)Nc3nccs3)n2C)cc1 | -4% | -5% | i | -7% | -9%
Cc1ccccc1CN1CCN(S(=O)(=O)c2cccs2)CC1 | -3% | 1% | 0.3% | -6% | 6%
CC(C)CC1=C/C(=C/c2ccc(-c3ccccc3)o2)C(=O)O1 | 5% | -5% | 1.6% | 53% | -1%
NS(=O)(=O)c1ccc(CCNC2CC(=O)N(CCc3ccccc3)C2=O)cc1 (stereo not given) | -1% | 3% | 6.3% | 46% | -1%
O=C(CS(=O)(=O)c1ccccc1)N1CCc2ccccc21 | -2% | -3% | 0.7% | 13% | -3%
O=C(/C=C/NNC(=O)c1cccc(Br)c1)c1cccc(Br)c1 | -4% | 4% | 0.6% | u | 5%
COc1cccc(CNC(=O)CN(C)S(=O)(=O)c2ccc3c(c2)n(C)c(=O)c(=O)n3C)c1 | -4% | 3% | i | 0% | 1%
Fc1cccc(CSc2ccc3nnc(-c4ccccn4)n3n2)c1 | -7% | 27% | 6.7% | 29% | 16%
Cc1cccc(NC(=S)N2CCN(c3cc(C)ccc3C)CC2)c1 | 0% | -7% | 0.3% | x | -2%
Cc1ccc(N=Cc2ccc(N(C)C)cc2)cc1 | 2% | -4% | i | 7% | 10%
CCCNc1nc(-c2ccccc2)c(C(=O)OCC)cc1C#N | -2% | 19% | 8.0% | 30% | 9%
CC(=O)N1CCN(C(=O)C2(NC(=O)Nc3ccccc3Cl)CCCCC2)CC1 | -3% | -6% | 1.2% | -13% | 11%
COc1cc(C(=O)N2CCN(C(=O)Cc3ccccc3)CC2)cc(OC)c1OC | -6% | -2% | 1.0% | -6% | 1%
CCOC(=O)C1=C(C)N(c2ccc(C)cc2)C(=O)/C1=C\c1ccc(O)c(OC)c1 | 0% | 2% | 1.9% | 15% | -1%
COc1ccc(OC)c(NC(=O)CCNS(=O)(=O)c2ccc3c(c2)oc(=O)n3C)c1 | 11% | -6% | i | 4% | 2%
O=C(COc1ccccc1)N=C1SC2CS(=O)(=O)CC2N1c1ccc(F)cc1F (stereo not given) | 15% | -1% | 1.1% | 7% | -4%
CSc1nc2ccc(S(=O)(=O)Nc3c(C)n(C)n(-c4ccccc4)c3=O)cc2s1 | 5% | 5% | 10% | 12% | 5%
Cc1ccn2c(c1)nc(=O)c1cc(S(=O)(=O)N3CCOCC3)ccc12 | -8% | -1% | i | -17% | -5%
N#Cc1ccc(N2CCCNCC2)nc1 | 1% | 3% | 2.3% | -13% | -2%
Cc1onc(-c2c(Cl)cccc2Cl)c1C(=O)Nc1nc(C(C)(C)C)cs1 | -1% | 11% | 3.4% | 35% | 2%

2 entries drawn at random from those above, as already listed:
SMILES | influenza NS1A | H37Rv inhibition | inhibitors of VEEV | M. tuberculosis | PhoP GFP inhibition | others
O=C(CCc1nc2sc3c(c2c(=O)[nH]1)CCCC3)NCCOc1ccccc1 | -13% | 1% | 1.3% | 14% | -11%
O=S(=O)(c1cccc2nonc12)N1CCN(c2ccc(F)cc2)CC1 | 6% | -3% | 1.1% | 4% | -2%

Next records follow.
SMILES | influenza NS1A | H37Rv inhibition | inhibitors of VEEV | M. tuberculosis | PhoP GFP inhibition | others
Cc1cc(C)n2c(SCCC(C)C)nnc2n1 | 3% | -1% | 3.0% | 6% | -6%
Nc1cc(S(=O)(=O)N2CCOCC2)ccc1N1CCOCC1 | -11% | -7% | 2.1% | -6% | x
Cc1ccc(-c2noc(C3CCCN(C(=O)c4cccc([N+](=O)[O-])c4)C3)n2)o1 (stereo not given) | 16% | 8% | i | -14% | -17%
Cc1ccccc1C(=O)c1cccn1CC(=O)NCCCN1CCc2ccccc2C1 | 10% | -7% | i | 32% | -5%
Cn1c(NC(=O)C[n+]2cc(-c3ccc(Cl)c(Cl)c3)n3c2CCC3)cc(=O)n(C)c1=O | -4% | 7% | i | 33% | -6%
Cc1ccc(NC(=O)C2CC(=O)N(Cc3ccco3)C2)cc1 (stereo not given) | -13% | -1% | 0.1% | -7% | 3%
